# ATG4B inhibitor – inhibitors of human ATG4B cysteine protease. 0.51% of 340,000 active. inhibition, % at 8.33 µM. Q9Y4P1. ATG4B cleavage of LC3-PLA2, NBD-HPC fluorescence, 1 h; in the data active means inhibition above about 40%
# Target sequence (Q9Y4P1 whole entry, looked up): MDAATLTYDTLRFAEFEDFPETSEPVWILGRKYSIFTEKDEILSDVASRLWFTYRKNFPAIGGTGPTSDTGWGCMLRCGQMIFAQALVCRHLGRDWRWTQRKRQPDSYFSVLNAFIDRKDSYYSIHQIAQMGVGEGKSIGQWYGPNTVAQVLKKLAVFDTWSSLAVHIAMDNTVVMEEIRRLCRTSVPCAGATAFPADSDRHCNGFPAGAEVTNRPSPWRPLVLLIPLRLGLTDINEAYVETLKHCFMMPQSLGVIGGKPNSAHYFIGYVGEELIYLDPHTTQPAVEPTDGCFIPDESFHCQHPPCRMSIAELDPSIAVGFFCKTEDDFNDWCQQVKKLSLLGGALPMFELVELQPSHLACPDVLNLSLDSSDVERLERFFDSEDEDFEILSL
# mIAP block – blocks mouse intestinal alkaline phosphatase; purified mouse IAP, CDP-Star luminescence, 30 min; inhibition, % at 10 µM; 0.2% of 330,000 active; AID 2806;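 active means inhibition of at least 40% at 10 µM in the primary screen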;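 further: plate controls were DMSO with enzyme for no effect and no enzyme wells for full effect; values of inactives mirror those of a sister screen read the other way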
# hIAP act – human IAP activation; purified human IAP, CDP-Star luminescence, 30 min; hits give high values; 1 = vehicle-only enzyme, 0 = enzyme-free background; AID 2524; 0.16% of 330,000 active; activation factor at 10 µM;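 active means activation factor of the enzyme at least 2-fold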; further: the source names both 10 and 20 µM as test concentration; values of inactives mirror those of a sister screen read the other way
# Target sequence (P09923 whole entry, looked up): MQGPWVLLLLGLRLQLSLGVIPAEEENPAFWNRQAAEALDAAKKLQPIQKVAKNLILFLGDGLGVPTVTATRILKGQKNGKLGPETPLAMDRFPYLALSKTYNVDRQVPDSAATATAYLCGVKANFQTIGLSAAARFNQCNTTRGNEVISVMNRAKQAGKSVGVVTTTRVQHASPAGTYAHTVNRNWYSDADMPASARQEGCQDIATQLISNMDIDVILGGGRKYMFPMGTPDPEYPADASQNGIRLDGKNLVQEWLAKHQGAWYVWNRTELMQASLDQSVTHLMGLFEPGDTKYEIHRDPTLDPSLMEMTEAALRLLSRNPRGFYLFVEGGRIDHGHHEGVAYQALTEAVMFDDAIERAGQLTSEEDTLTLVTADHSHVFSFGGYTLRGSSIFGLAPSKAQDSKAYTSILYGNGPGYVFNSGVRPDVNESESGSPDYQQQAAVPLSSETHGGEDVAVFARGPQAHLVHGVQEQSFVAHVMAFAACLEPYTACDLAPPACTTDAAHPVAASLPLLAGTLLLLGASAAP
# mIAP activ – increases mouse intestinal alkaline phosphatase activity | muIAP, CDP-Star luminescence, 30 min; hits give high values; 1 = vehicle-only enzyme signal, 0 = enzyme-free wells | activation factor at 10 µM | 0.24% of 330,000 active;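 active means activation factor of at least 2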; further: the source names both 10 and 20 µM as test concentration; values of inactives mirror those of a sister screen read the other way
#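 Assay system: mouse IAP enzyme / Compound: DMSO-dissolved test compounds / Timing: 30 min, room temperature / Measured by: luminescence from enzymatic CDP-Star hydrolysis / Control set: DMSO-only wells, enzyme-free buffer wells as negative control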
# PfGluPho inh – PfG6PD (Plasmodium falciparum) enzyme inhibition; inhibition, % at 20 µM; PfGluPho enzyme, NADPH resazurin-diaphorase fluorescence; 0.78% of 350,000 active; AID 504690;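 active means inhibition reaching at least a set limit at 20 µM in the primary screen, cut at about 59% in these data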;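 further: 0% = DMSO wells with substrate and 100% = DMSO wells lacking glucose-6-phosphate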
# A3A deaminase – human APOBEC3A DNA deaminase inhibition; P31941; recombinant A3A, FAM/TAMRA ssDNA deamination fluorescence; inhibition, % at 20 µM; 0.41% of 330,000 active;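 active means at least 40% inhibition at 20 µM here, with at most 30% in a related deaminase screen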;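 further: plate controls were A3A with DMSO for no effect and wells lacking A3A enzyme for full effect; some results filed as inactive read as strong as hits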
# Target sequence (P31941 whole entry, looked up): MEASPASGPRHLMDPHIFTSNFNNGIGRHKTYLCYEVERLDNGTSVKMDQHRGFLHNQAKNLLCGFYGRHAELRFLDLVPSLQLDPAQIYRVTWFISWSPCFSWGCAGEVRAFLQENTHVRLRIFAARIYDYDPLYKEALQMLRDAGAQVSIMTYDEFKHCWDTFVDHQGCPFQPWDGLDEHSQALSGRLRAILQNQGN
# HKDC1 inhibitor – blocks human hexokinase HKDC1 activity; recombinant HKDC1, G6PDH/diaphorase resazurin coupled fluorescence; inhibition, % at 20 µM; 0.16% of 340,000 active; AID 493160;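 active means inhibition above about 35% when tested at 20 µM, limit read from the data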;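 further: plate controls were DMSO wells with enzyme for no effect and DMSO wells lacking enzyme for full effect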
#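 Test system: Recombinant HKDC1 (HK5) hexokinase enzyme, produced in-house | Input: HKDC1 at 5 µg/mL | Buffer or medium: Tris pH 8.0 buffer with MgCl2, Tween-20, BSA, BME | Schedule: 90 min reaction incubation at room temperature, dark | Technique: Resazurin-to-resorufin fluorescence via G6PDH and diaphorase coupling, 525/613 nm | Controls: DMSO wells with and without enzyme mix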
# hIAP block – blocks human intestinal alkaline phosphatase. AID 2544. purified IAP, CDP-Star luminescence, 30 min. 0.12% of 330,000 active. inhibition, % at 10 µM;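 active means inhibition reaching a set limit with compound at 10 µM in the primary screen, cut at about 35% in these data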;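 further: plate controls were DMSO wells with enzyme for no effect and no-enzyme buffer wells for full effect; values of inactives mirror those of a sister screen read the other way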
# The depositor's hits bear a star; . = not tested or not shown.
SMILES	ATG4B inhibitor	mIAP block	hIAP act	mIAP activ	PfGluPho inh	A3A deaminase	HKDC1 inhibitor	hIAP block
COc1cccc(/C=N/NC(=O)c2cc(-c3cccn3C)n[nH]2)c1O	30	36	2.4*	0.64	-41	-2	-5	-145
COC(=O)C/C=C/[C@@H](C)[C@@H](/C=N/OC[C@H]1O[C@H](c2ccccc2)C=C[C@@H]1Oc1ccc(OC)cc1)NS(=O)(=O)c1ccc(C)cc1	.	-5	0.96	1	.	8	.	4
Cc1ccccc1OCC(=O)N1CCCc2ccccc21	-6	11	1	0.89	8	-3	-12	-2
COC(=O)c1cc(NC(=O)Cc2cc(OC)c(OC)c(OC)c2)cc(C(=O)OC)c1	0	-1	0.89	1	-5	1	-5	11
COc1ccc(NC(=O)CSc2nnc(-c3cccnc3)s2)cc1	-5	6	1	0.94	58	-1	3	0
CCc1cccc(CC)c1NC(=O)Cn1c(-c2ccccc2Cl)nc2ccccc21	1	-40	1.1	1.4	-5	-1	-3	-14
CC(C)(C)c1cc(N/C=C\c2nnnn2-c2ccc(Br)cc2)no1	-4	-1	0.91	1	-9	2	-1	9
CCOc1ccc(N(CC(=O)Nc2ccc(F)c(F)c2)S(=O)(=O)c2c(C)noc2C)cc1	-2	-37	0.96	1.4	10	-1	0	4
Cc1ccc(C(=O)Nc2cccc(S(=O)(=O)N3CCOCC3)c2)cc1[N+](=O)[O-]	-8	7	1	0.93	2	-1	-7	0
CCOC(=O)CSc1nccc(N(C)C)c1C#N	-9	2	1	0.97	4	-4	-1	-1
Cc1[nH]n(-c2ccccc2)c(=O)c1-c1ccc(Cl)cc1	3	-5	0.95	1	-11	1	0	5
CCCCC(=O)Nc1ccc(NC(=S)NC(=O)CCCCl)cc1OC	-6	-1	1.1	1	2	-2	-3	-8
Clc1ccc(OCCN2CCN(c3ncnc4sccc34)CC2)cc1	-3	-5	1	1	-11	2	4	0
CCOc1ccc(NC(=O)CN(C)C(=O)Cc2sc(C)nc2-c2ccc(F)cc2)cc1OCC	0	-1	0.95	1	-16	-3	-4	5
Nc1ccc2oc(-c3cccs3)nc2c1	-13	12	0.85	0.88	9	0	11	15
O=C(N[C@H]1CC1c1ccccc1)c1ccc([N+](=O)[O-])cc1 (stereo not given in full)	-8	6	1.1	0.94	6	-5	-4	-10
CCOC(=O)c1ccc(NC(=O)CN2C(=O)NC3(CCC(C)CC3)C2=O)cc1 (stereo not given)	-21	-9	1.2	1.1	-1	16	-3	-17
CCO/C=C1/C(=O)N(C(C)=O)c2ccccc21	-6	0	1.5	1	-9	-3	-4	-49
Cc1cc(C)c(S(=O)(=O)Nc2ccncc2)cc1C	-4	3	1	0.97	-8	-3	-3	-1
O=C1CCCN1CCCNS(=O)(=O)c1cccs1	-34	-13	0.84	1.1	-6	-3	-5	16
COc1ccc(CCN(C)CC(=O)Nc2ccc(F)c(Cl)c2)cc1OC	-2	-7	1	1.1	-1	2	0	-2
Cc1ccc(S(=O)(=O)N/N=C\c2ccc([N+](=O)[O-])o2)cc1C	-4	-3	0.8	1	27	2	-2	20
COc1cc(C(=O)NCc2ccc3[nH]c(C)cc3c2)cc(OC)c1OC	-2	1	0.9	0.99	2	-2	-6	10
O=C(CSC(=S)N1CCCCC1)c1c(F)cccc1F	5	3	0.99	0.97	4	-6	0	1
O=C(CSc1ccc(-c2ccccn2)nn1)NCc1ccccc1	-12	0	1	1	13	-1	-2	-4

# An excerpt of these results, with two lines to a compound.
# Every second line gives: ATG4B inhibitor | mIAP block | hIAP act | mIAP activ | PfGluPho inh | A3A deaminase | HKDC1 inhibitor | hIAP block
- COc1cc(C(=O)NCc2ccc3[nH]c(C)cc3c2)cc(OC)c1OC
 : -2 | 1 | 0.9 | 0.99 | 2 | -2 | -6 | 10
- O=C(CSC(=S)N1CCCCC1)c1c(F)cccc1F
 : 5 | 3 | 0.99 | 0.97 | 4 | -6 | 0 | 1

# Next entries follow.
SMILES	ATG4B inhibitor	mIAP block	hIAP act	mIAP activ	PfGluPho inh	A3A deaminase	HKDC1 inhibitor	hIAP block
O=C(COC(=O)/C=C/c1cn(-c2ccccc2)nc1-c1cccnc1)Nc1ccc(Cl)cc1Cl	-2	4	0.87	0.96	9	-1	-9	13
CCCCCNC(=O)c1ccc2c(=O)n(CC3CCCO3)c(=O)[nH]c2c1 (stereo not given)	-5	16	0.95	0.84	-7	2	-2	5
Cc1c(Cl)cccc1-n1c(-c2cccnc2)n[nH]c1=S	2	4	0.88	0.96	45	-4	-4	12
CCCCn1c(=O)[nH]c(=O)c2c(C(=O)OCC)cc(-c3cccs3)nc21	1	4	1.1	0.96	0	-3	-5	-5
COc1ccc(NC(=O)c2ccc(S(=O)(=O)NCc3cccnc3)cc2)cc1	-5	6	0.98	0.94	10	0	4	2
Cc1cc(C)nc(N2CCCC(C(=O)NC(C)CCc3ccco3)C2)n1 (stereo not given)	4	-3	1.1	1	-1	0	4	-9
C1CC1Cc1noc(CN2CCN(CC3CC3)CC2)n1	4	-2	1.1	1	3	1	-5	-6
CCOc1ccc(S(=O)(=O)N2CCC(C(=O)NC3CCCC3)CC2)cc1	4	0	1	1	-1	-6	-3	-4
COc1ccc2c(c1)c1nc3n(c(=O)c1n2CC(=O)Nc1cc(C)[nH]n1)CCS3	.	1	1.3	0.99	.	2	.	-33
Cc1cc(Br)ccc1NC(=O)CN(C)C(=O)CSCc1ccccc1	2	1	1.1	0.99	-4	-3	-7	-8
CCCCn1c(N)c(N(CC(C)C)C(=O)COC(=O)C2(c3ccccc3)CC2)c(=O)[nH]c1=O	-12	-1	1.1	1	10	5	-5	-5
COc1ccc(CNc2nc3ccc(C)cc3s2)c(OC)c1OC	3	-1	1.1	1	-6	-3	9	-7
CCC1(CC)NC(=O)N(CC(=O)Nc2ccc(C)cc2C)C1=O	-21	-4	1	1	5	1	-7	-2
OC(CNCC1CCCCC1)COc1ccccc1 (stereo not given)	1	-3	1	1	-5	-1	-6	-4
O=C(Nc1nc2ccccc2[nH]1)C1CCN(S(=O)(=O)c2cccs2)CC1	6	-2	1.5	1	-4	-14	-6	-54
COc1cc(O)oc1C=Nc1ccc(C(=O)O)cc1	-6	-1	1.1	1	-14	0	-3	-10
Cc1ccc(C(=O)Nc2nc3ccccc3s2)s1	17	12	0.86	0.88	25	4	-9	14
O=C(Nc1nc2ccccc2s1)c1ccc(N2CCCCC2)c([N+](=O)[O-])c1	3	10	0.95	0.9	36	-1	-8	4
CC1CCN(C(=O)/C(=C\c2cccs2)NC(=O)c2ccccc2)CC1	3	-14	0.98	1.1	-33	2	4	2
COc1ccc(/C=N/Nc2nc3ccccc3o2)cc1OC	-5	-2	1.1	1	-12	0	1	-9
CN(C)CCCCCN(C)Cc1cc2ccccc2o1	-1	-4	1.1	1	-6	-2	-7	-14
COCCCN1C(=O)c2[nH]nc(-c3cc(C)cc(C)c3O)c2C1c1ccc(O)c(OC)c1 (stereo not given)	-12	20	1.3	0.8	-6	-1	-6	-32
COc1cccc(C2NC(=O)NC(C)=C2C(=O)Nc2ccc(C)cc2)c1OC (stereo not given)	-1	9	0.87	0.91	-5	8	8	13
Cc1cccc(OCC(=O)Nc2ccc3c(c2)nc(CCN2CCCCC2)n3C)c1	-6	-2	1.3	1	8	-4	-4	-26
CC1CCN(C(=O)COc2cccc3c2CCN(Cc2ccccc2)C3=O)CC1	0	-1	0.98	1	-22	-1	3	2

# (further entries)
SMILES	ATG4B inhibitor	mIAP block	hIAP act	mIAP activ	PfGluPho inh	A3A deaminase	HKDC1 inhibitor	hIAP block
Cc1sc2nc(COC(=O)c3ccc(N4CCCC(C)C4)c([N+](=O)[O-])c3)[nH]c(=O)c2c1C (stereo not given)	-2	5	1.1	0.95	1	-2	-1	-7
CCOC(=O)N1CCC(NC(=O)CCc2nc(-c3ccccc3F)no2)CC1	-3	-6	1	1.1	-3	-4	-2	-3
O=C(Nc1ccc2oc(=O)ccc2c1)c1ccc2ccccc2c1	-18	9	0.9	0.91	37	9	5	10
Cc1ccc(CCNC(=O)NC(C)(C)C)cc1	-8	0	0.94	1	9	3	-4	6
COc1cccc(C2CC(=O)N3CN(c4ccccc4F)CSC3=C2C#N)c1 (stereo not given)	1	26	1	0.74	83*	-2	7	0
CCC(=O)Nc1ccc(N2CCOCC2)c(S(=O)(=O)Nc2ccc(Cl)cc2)c1	0	12	0.95	0.88	61*	2	-1	5
CC1(C)CC(NNCCC#N)=CC(=[N+]2CCCC2)C1	7	-13	1.2	1.1	3	17	-14	-24
CCOC(=O)C(C)(C)NS(=O)(=O)c1ccc(Cl)c([N+](=O)[O-])c1	0	-2	1.1	1	-7	1	-7	-14
CCOC(=O)C1(CCOc2ccccc2)CCN(Cc2ccc(OC)c(O)c2)CC1	2	0	1.1	1	-13	-2	7	-6
COc1ccc([N+](=O)[O-])cc1N(CC(O)CN(C)C)S(=O)(=O)c1ccccc1 (stereo not given)	7	-12	1.1	1.1	5	-1	-12	-14
CCOc1ccccc1NC(=O)C(CC)Sc1nc2ccsc2c(=O)n1CCC(=O)O (stereo not given)	-6	2	1.2	0.98	-21	-7	-11	-22
Cc1ccc(CCNC(=O)CCn2ccc3cc(S(=O)(=O)N4CCCC4)ccc32)cc1	-8	-5	1.1	1.1	-5	-2	-2	-12
CCN(Cc1ccccc1)S(=O)(=O)c1cn(C)cn1	3	7	0.94	0.93	-12	-4	1	6
CCNC(=O)CN(c1ccc(Oc2ccccc2)cc1)S(=O)(=O)c1ccccc1	3	0	1.1	1	-18	2	10	-6
COc1ccc(/C=C/C(=O)N2CCC(c3ccccc3)C2)cc1 (stereo not given)	-11	7	0.83	0.93	-1	-3	5	17
CC(C)Cc1cc(C(=O)N(C)C2CCCN(Cc3ccccc3F)C2)n(C)n1 (stereo not given)	3	-10	1	1.1	-4	-3	-3	-2
S=c1[nH]nc(-c2cc(-c3ccccc3)n[nH]2)n1/N=C/c1c(Cl)cccc1Cl	-4	8	1.7	0.92	23	-6	8	-67
CCCCn1c(SCC(=O)Nc2ccccc2C(F)(F)F)nc2ccsc2c1=O	-6	-4	0.92	1	-18	3	5	8
Cc1cccc(C(=O)NC(=S)NCc2cccnc2)c1	2	15	1.1	0.85	11	-3	-10	-7
CCOC(=O)CN1C(=O)C(C)(C)Oc2ccc(C(=O)NC(C)(C)CC)cc21	7	9	1	0.91	-2	-1	-1	-2
Cn1c(SCC(=O)O)nnc1-c1cccc(NC(=O)c2cccc3ccccc23)c1	-8	-9	0.92	1.1	37	23	0	8
COc1ccc(-c2nnc(SCc3cc(C)cc(C)c3)o2)cc1	2	5	1.3	0.95	26	-6	-1	-26
CCc1nnc(NC(=O)c2cccs2)s1	0	8	1.1	0.92	7	-5	1	-8
O=C(c1ccc(N2C(=O)CCC2=O)cc1)N1CCOCC1	5	-4	0.97	1	-11	3	-9	3
CC(=O)C1C(c2ccc(F)c(F)c2)NC(=O)NC1(O)C(F)(F)F (stereo not given)	-3	-9	0.94	1.1	-2	3	-8	6

# Carrying on.
SMILES	ATG4B inhibitor	mIAP block	hIAP act	mIAP activ	PfGluPho inh	A3A deaminase	HKDC1 inhibitor	hIAP block
O=C(CN1C(=O)c2ccccc2C1=O)Nc1cccc2cccnc12	1	-5	1	1	2	1	-1	-4
COc1ccc2cc(CN(CCc3ccccc3)Cc3nnnn3Cc3ccco3)c(=O)[nH]c2c1	-1	6	1	0.94	20	3	1	-3
CN(C)c1c(-c2ccccc2)cc(-c2ccccc2)[nH]c1=O	.	-3	0.92	1	.	-2	.	8
CC(C)(O)C#Cc1ccc(C(=O)N2CCC(C(N)=O)(N3CCCCC3)CC2)o1	-1	5	0.96	0.95	-2	3	-5	4
CCN(CC(=O)Nc1sc2c(c1C#N)CCCC2)Cc1nc2ccccc2c(=O)[nH]1	-12	-2	1.7	1	7	-1	6	-65

# Bioassay records from PubChem BioAssay.

# Random draw from the library; any-hit rate near 2.4%.
